# Bioassay records: PubChem, National Center for Advancing Translational Sciences (NCATS)
# TRb SRC2 PPI – inhibitors of human thyroid hormone receptor beta-SRC2 interaction; P10828; TRbeta-SRC2 peptide binding, fluorescence polarization; receptor liganded with 1 µM T3; Potency, µM (top dose mostly 106 µM), for inactives: at the highest dose activity change, negative = inhibition, actives largely listed as inhibitors; 280,000 compounds, 0.065% hits; AID 1469;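 note: plate controls were bound peptide for no effect and peptide without receptor for full effect; nearly all actives have a fitted effect of over 50% in size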
#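 Quantitative HTS by FP: 0.6 uM TRb LBD, 20 nM labeled SRC2 20-mer, 1 uM T3, 5% DMSO; 5 hr ambient incubation; % activity per concentration and potencies from concentration series.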
# RECQ1 inh – blocks DNA unwinding by human RECQ1. AID 2549. P46063. 240,000 compounds, 0.54% hits. Potency, µM (titrated, usually from 57.3 µM), for inactives: top-dose activity, negative = inhibition, most hits filed as inhibitors. RECQ1 DNA unwinding, red fluorescence kinetic read;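 note: plate controls were vehicle for no effect and no enzyme for full effect; nearly all actives have a fitted effect of over 30% in size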
# Target sequence (P46063 whole entry, looked up): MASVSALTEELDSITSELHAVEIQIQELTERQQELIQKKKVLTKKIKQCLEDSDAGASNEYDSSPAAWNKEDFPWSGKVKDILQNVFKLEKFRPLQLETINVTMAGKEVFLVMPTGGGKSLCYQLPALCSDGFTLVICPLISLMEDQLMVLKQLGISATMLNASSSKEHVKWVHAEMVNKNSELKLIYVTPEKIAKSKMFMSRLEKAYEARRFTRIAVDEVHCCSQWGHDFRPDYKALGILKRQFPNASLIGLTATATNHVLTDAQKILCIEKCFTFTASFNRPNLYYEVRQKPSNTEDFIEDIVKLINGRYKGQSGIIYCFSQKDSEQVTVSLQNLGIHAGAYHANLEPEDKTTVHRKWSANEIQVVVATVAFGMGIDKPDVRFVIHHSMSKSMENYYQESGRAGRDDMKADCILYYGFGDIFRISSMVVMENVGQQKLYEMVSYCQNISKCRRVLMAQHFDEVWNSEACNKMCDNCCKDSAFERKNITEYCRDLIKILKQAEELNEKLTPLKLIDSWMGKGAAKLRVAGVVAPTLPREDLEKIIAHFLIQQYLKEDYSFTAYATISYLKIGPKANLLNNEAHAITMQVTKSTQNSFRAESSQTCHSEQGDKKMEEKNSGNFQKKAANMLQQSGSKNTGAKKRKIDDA
#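 RECQ1T1 50 nM; forked duplex (20 bp + 30-nt ss tails) 200 nM, ATP 2 mM final; pH 8.0, 2 mM MgCl2, 2.5 ug/ml poly(dI-dC); 15 min compound preincubation; discontinuous kinetic read over 2 h at RT.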
# L3MBTL1 block – inhibitors of human L3MBTL1. 230,000 compounds, 0.66% hits. Potency, µM (series often up to 57.1 µM), inactives show at the top dose activity, negative = inhibition, hits mostly inhibitors. AlphaScreen L3MBTL1–H3K9me1 peptide binding; note: nearly all actives have a fitted effect of over 60% in size
#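 Read-out is AlphaScreen signal from streptavidin donor and nickel chelate acceptor beads (10 ug/mL final each) bridging L3MBTL1 (50 nM) and biotinylated K9-monomethylated H3(1-15) peptide (75 nM), after 30 min compound exposure at room temperature.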
# aGlu spleen mod – lysosomal alpha-glucosidase (human) modulation; 240,000 compounds, 0.006% hits; human spleen homogenate, 4-MU-alpha-glucoside fluorescence; Potency, µM (top dose mostly 79.9 µM), for inactives: at the highest dose activity change, negative = inhibition, usual class: inhibitors; P10253;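 note: 0% = enzyme with vehicle and -100% = no enzyme basal signal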
#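 Compounds were titrated against alpha-glucosidase in spleen homogenate at pH 5.0, with 1 mM 4-methylumbelliferyl substrate for 40 min at 37 C. Reactions were quenched with pH 10 NaOH/glycine and fluorescence measured.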
# GAA inh – inhibitors of human lysosomal alpha-glucosidase; AID 1466; Potency, µM (doses to about 76.9 µM), for the others: at the highest dose activity change, negative = inhibition, most hits filed as inhibitors; purified human GAA, 4-MU-alpha-glucoside fluorescence; 200,000 compounds, 0.005% hits;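 note: plate controls were uninhibited enzyme wells for no effect and no-enzyme background for full effect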
#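 Fluorogenic assay: 4 nM human alpha-glucosidase with 400 uM 4-methylumbelliferyl-alpha-D-pyranoside in 50 mM citrate/phosphate, 0.005% Tween-20, pH 5.0, 20 min at room temperature. Compounds tested up to 77 uM; AC50 from Hill fits.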
# RGS12 GoLoco inh – blocks human Gai1 binding to RGS12 GoLoco peptide, red readout; Potency, µM (series often up to 61.6 µM), inactives show top-dose activity, negative = inhibition, most hits filed as inhibitors; 230,000 compounds, 0.44% hits; Gai1:RGS12 GoLoco peptide FP, rhodamine, 10 min; active = well fitted inhibition curve with a large enough effect, not every such curve was filed as active; inactive = no such curve, though single readings can be large or run the other way; note: nearly all actives have a fitted effect of over 30% in size; many of its hits are not listed in these tables
# Target sequence (P63096 whole entry, looked up): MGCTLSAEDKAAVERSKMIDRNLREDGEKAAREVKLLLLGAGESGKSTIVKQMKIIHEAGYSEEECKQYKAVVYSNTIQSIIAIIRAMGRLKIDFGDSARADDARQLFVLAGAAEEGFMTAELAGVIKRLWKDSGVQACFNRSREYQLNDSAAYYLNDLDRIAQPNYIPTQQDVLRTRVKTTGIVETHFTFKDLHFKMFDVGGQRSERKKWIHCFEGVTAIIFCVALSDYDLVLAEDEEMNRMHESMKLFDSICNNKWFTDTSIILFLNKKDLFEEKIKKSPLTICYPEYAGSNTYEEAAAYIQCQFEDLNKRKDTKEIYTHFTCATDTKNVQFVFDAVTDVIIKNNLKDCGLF
# GAA glycogen – inhibitors or activators of human alpha-glucosidase glycogen cleavage; P10253; recombinant GAA, glycogen substrate, Amplex Red glucose oxidase fluorescence; Potency, µM (series often up to 76.4 µM), for the others: at the top dose activity change, negative = inhibition, most hits filed as inhibitors; 300,000 compounds, 0.38% hits; AID 2100;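 note: 0% = full enzyme reaction and -100% = no-enzyme basal signal; the screen sought inhibitors and activators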
#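 Recombinant enzyme (4 nM final) with compounds titrated up to 77 uM and bovine liver glycogen (30 ug) in citrate pH 5.0, 0.01% Tween-20, 37 C 40 min. Released glucose detected by Amplex Red/glucose oxidase (Ex 573/Em 610); AC50 from Hill fits.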
# TR SRC2 fluor cs – Texas Red fluorescence interference in TRb-SRC2 counter-screen; TRb/SRC2 Texas Red total fluorescence interference; Potency, µM (series often up to 106 µM), without a hit: at the highest dose fluorescence change, negative = quenching; AID 1479; 280,000 compounds, 0.29% hits; active = well fitted curve in either direction with a large enough effect; inconclusive = small, poorly fitted or top-dose-only effect
#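 Human TRβ ligand-binding domain (0.6 uM) and Texas Red SRC2 peptide (20 nM) in Tris buffer with 1 uM T3 and 5% DMSO were incubated with pinned compound for 5 hr at ambient temperature. Total fluorescence was computed as S + 2P (555/632 nm).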
# * = called active by the depositor; i = inactive; ? = inconclusive; · = not tested or not shown; & = joins results of further samples; [ ] = remark or other dose. Unless noted, calls come from the whole dose curve; as a rule, active = well fitted curve in the direction sought with a large enough effect; inconclusive = small, poorly fitted or top-dose-only effect, or another doubt; inactive = no such curve, though single readings can be large; an effect the other way counts as inactive or inconclusive. Unless noted, % is set by controls: 0 for no effect and ±100 for the full control effect; potency is the fitted concentration of half-maximal effect.
SMILES,TRb SRC2 PPI,RECQ1 inh,L3MBTL1 block,aGlu spleen mod,GAA inh,RGS12 GoLoco inh,GAA glycogen,TR SRC2 fluor cs
COc1ccc(/C=C2\CCCC3C2=NN(C(=O)COC(=O)CNC(=O)c2ccccc2)C3c2ccc(OC)cc2)cc1 (centres undefined),-9%,-17%,·,-7%,-12%,2%,0%,-2%
CCOC(=O)c1ccc(NC(=O)c2ccc(C)c(S(=O)(=O)N3CCOCC3)c2)cc1,-11%,-5%,·,2%,-10%,-5%,-13%,-1%
C=CCc1cc(OC)ccc1OCCOCCC(C(=O)OCC)C(=O)OCC,-3%,-14%,43%[activator],3%,-5%,9%,-1%,0%
Cn1c(=O)c2c(nc(OCc3cccnc3)n2Cc2c(F)cccc2Cl)n(C)c1=O,-13%,0%,5%,-10%,-2%,6%,-1%,-1%
CC(/C=C\c1ccccc1)=C/C(=O)O,5%,-9%,·,-7%,·,-7%,4%,-2%
CCOC(=O)C1CCN(c2nc(C)cc(C)c2C#N)CC1,0%,3%,19%,1%,-6%,1%,16%,-6%
CC(C)C[C@H](NC(=O)c1nc[nH]c1C(=O)N1CCC(C)CC1)C(=O)OC(C)(C)C,-2%,-4%,·,-5%,·,-1%,1%,0%
CCOc1cc(-c2c(C#N)c(N)nc3c2CCCC3)ccc1O,-6%,i,7%,-3%,-9%,12%,-18%,-5%
CCOC(=O)c1sc(NCC2CCCO2)nc1C (centres undefined),-8%,1%,0%[11.4 µM],-4%,-13%,4%,2%,-3%
CCN(c1ccccc1)S(=O)(=O)c1ccc(OC)c(NC(=O)CN(C)C)c1,-3%,i,-3%,4%,-5%,0%,3%,-1%
CC(C)(C)C(=O)Nc1nnc(SCC(=O)NCc2ccco2)s1,3%,-5%,-3%,6%,-1%,-4%,-2%,2%
Cc1ccc(S(=O)(=O)/C(=C/Cl)NC(=O)c2ccccc2)cc1,-3%[53 µM],-6%,9%,11%,7%,7%,-1%,-2%[53 µM]
O=C(NCc1ccc2c(c1)OCO2)c1ccc2c(c1)N(Cc1c(F)cccc1Cl)C(=O)CS2,4%,-10%,-5%,3%,-4%,13%,9%,-7%
Cc1ccc2nc(-c3ccccn3)c(NC3CCCC3)n2c1,6%,-3%,-2%,-15%,-31%,1%,-14%,-3%
COc1cccc(C(C)NC(=O)Nc2ccccc2Cl)c1 (centres undefined),-3%,-22%,-10%,6%,?,-25%,-2%,-1%
CC(=O)Cc1ccccc1OCC(=O)O,2%,-3%,32%[activator],-3%,3%,-3%,-5%,6%
CCn1cc(S(=O)(=O)N2CCN(Cc3cccc(Cl)c3)CC2)cn1,4%,-4%,5%[11.4 µM],-16%,-5%,18%,-18%,-2%
COc1ccc(CNC(=O)N2CCN(c3ccc(F)cc3)CC2)cc1Cl,-5%,-4%,-26%,0%,1%,-5%,-9%,-4%
CC(C)(C)c1cc(C(F)(F)F)c(C#N)c(=O)[nH]1,1%,-5%,·,19%,?,6%,3%,-2%
CCc1ccc(NC(=O)CSc2nc3ccsc3c(=O)n2CCCCCC(=O)O)cc1,4%,i,·,-13%,4%,8%,2%,-2%
COc1cc(CNCCN(C)C)ccc1OCc1c(F)cccc1Cl,0%,i,-8%,4%,8%,4%,1%,2%
COc1cc(C(=O)Nc2nccs2)cc(OC)c1OC,-2%,i,-3%,-4%,2%,3%,-12%,4%
Cc1ccccc1Cn1cc(/C=N/n2cnnc2)c2ccccc21,5%,0%,-4%,0%,?,9%,0%,0%
C=CCNC(=O)NC(=O)COC(=O)/C(C#N)=C/c1ccc(OC)cc1,4%,-8%,-27%,-4%,-1%,17%,0%,0%
CCOP(=O)(OCC)C(C)(C)NC(=O)Nc1ccc(Cl)c(Cl)c1,-3%,-1%,6%,10%,·,-5%,-1%,-2%
COC(=O)c1c(C)cc(C)c2c1CC(C)(C)C2=O,10%,i,0%,1%,0%,16%,0%,1%
Cn1c(CSCc2ccc(Cl)c(Cl)c2)n[nH]c1=S,-15%,i,0%,-6%,-4%,6%,-1%,-5%
COC(=O)Nc1ccc(S(=O)(=O)N2CCCc3cccc(O)c32)cc1,-1%,-3%,-16%,9%,-8%,40%[activator],-12%,-1%
CCOC(=O)Cn1c(=NC(=O)CSC(C)=O)sc2ccccc21,-5%,?,9%,-10%,-8%,-5%,-5%,3%
COc1nc(C)nc(C)c1Oc1ccc(Cl)cc1Cl,4%,i,20%,-5%,·,1%,3%,-5%

# Next section (5 carried over from the part before).
SMILES,TRb SRC2 PPI,RECQ1 inh,L3MBTL1 block,aGlu spleen mod,GAA inh,RGS12 GoLoco inh,GAA glycogen,TR SRC2 fluor cs
COC(=O)c1c(C)cc(C)c2c1CC(C)(C)C2=O,10%,i,0%,1%,0%,16%,0%,1%
Cn1c(CSCc2ccc(Cl)c(Cl)c2)n[nH]c1=S,-15%,i,0%,-6%,-4%,6%,-1%,-5%
COC(=O)Nc1ccc(S(=O)(=O)N2CCCc3cccc(O)c32)cc1,-1%,-3%,-16%,9%,-8%,40%[activator],-12%,-1%
CCOC(=O)Cn1c(=NC(=O)CSC(C)=O)sc2ccccc21,-5%,?,9%,-10%,-8%,-5%,-5%,3%
COc1nc(C)nc(C)c1Oc1ccc(Cl)cc1Cl,4%,i,20%,-5%,·,1%,3%,-5%
Cc1csc(NC(=O)CSc2ccc3nnc(-c4ccncc4)n3n2)n1,2%,i,-4%,-8%,-3%,2%,12%,-1%
CCOC(=O)CC(NS(=O)(=O)Cc1ccccc1)c1ccc(C)cc1 (centres undefined),-7%,0%,7%,-1%,-5%,-7%,-1%,-1%
Nn1c(N2CCCCC2)nc2ccccc21,1%,-7%,·,3%,2%,3%,0%,-2%
CCCc1nnc(SCC(=O)N2C(C)CCCC2C)n1CC1CCCO1 (centres undefined),-6%,2%,·,-6%,-4%,4%,3%,0%
CN1CCC(NC(=O)c2ccncc2)CC1,0%,-6%,-5%,-13%,-13%,1%,-7%,-1%
COc1ccc(CCN(Cc2ccc(C(C)C)cc2)S(=O)(=O)c2ccc(S(=O)(=O)N(C)C)cc2)cc1OC,-2%,-4%,9%,4%,2%,11%,-9%,1%
O=C(CN(C(=O)CNS(=O)(=O)c1ccccc1)c1ccc2c(c1)OCCO2)NC1CCCCC1,-24%,i,4%,-3%,7%,-12%,-5%,1%
Cc1nn(-c2ccccc2)c(Oc2ccccc2)c1C=O,-8%,-13%,11%,-5%,-3%,4%,3%,0%
O=C(O)CC12CSc3[nH]c(=O)sc3C1c1ccccc1OC2=O (centres undefined),-7%,0%,·,0%,?,-13%,22%,-4%
O=C(Nc1cccnc1)c1ccc(-c2cc(Cl)ccc2Cl)o1,2%,i,-8%,-14%,7%,8%,-9%,0%
O=C(Nc1ccccc1)C(=O)Nc1cccnc1,-3%,2%,6%,1%,5%[15.4 µM],4%,5%,0%
Cc1ccc2[nH]c3c(c2c1)CN(C(=O)CN1CCN(c2ccccc2)CC1)CC3,0%,2%,0%,2%,-7%,10%,?,3%
C(=C\c1ccccc1)/CN1CCN(Cc2nc(Cc3ccccc3)no2)CC1,5%,11%,-21%,1%,-8%,40%[activator],5%,1%
Cc1ccc2c(c1)[nH]c1c(=O)n(Cc3ccco3)cnc12,6%,-1%,·,9%,·,-7%,6%,-2%
O=C1C2C3C=CC(C3)C2C(=O)N1CNc1ccccn1 (centres undefined),-1%,i,·,9%,2%,7%,2%,0%
O=C(Nc1ccc(F)cc1)c1cc(S(=O)(=O)Nc2ccc(F)cc2)cs1,7%,-9%,2%,-4%,-6%,1%,4%,-3%
CC(CCc1ccccc1)NC(=O)c1ccc(Cl)nc1 (centres undefined),-3%,0%,-1%,0%,1%,4%,3%,-2%
O=c1cc(-c2cccc(-c3ccc(C(F)(F)F)cc3)c2)c2cc3c(cc2o1)OCO3,20%,-8%[81.1 µM],·,10%,·,-45%,·,4%
COc1ccc2c(c1)O[C@H](c1ccc3c(c1)OCO3)[C@@H](OC(=O)N[C@H](C)C1CCCCC1)C2=O,3%&-2%,-6%&0%,-7%,-3%&-10%,-1%[15.4 µM],3%&8%,-4%,-1%&-8%
CC1CCC2C(=O)N(c3ccc(NC4CCCCC4)c([N+](=O)[O-])c3)C(=O)C2C1 (centres undefined),4%,-23%,?,6%,3%,0%,-3%,-4%
Cc1ccccc1Cn1c(C(=O)OC(C)C)cc2c1ccn2C,-1%,-13%,-20%,3%,?,13%,-4%,1%
O=C(O)CCn1c(C(=O)O)cc2sccc21,-3%,i,·,-3%,2%,-5%,8%,-5%
Cc1cc(C)n(-c2ccc(S(N)(=O)=O)cc2[N+](=O)[O-])n1,1%,i,14%,7%,2%,6%,?,1%
Cc1ccc(NC(=O)C2C3CC4OC(=O)C2C4C3)cc1Cl (centres undefined),-4%,-17%,2%,-7%,-10%,-3%,0%,1%
ON/C=N/C(=S)Nc1ncc(C(F)(F)F)cc1Cl,4%,i,3%,-8%,-5%,6%,-21%,-2%
CC1(C)CC(=O)C=C(NCC2CCCO2)C1 (centres undefined),-18%,i,-3%,1%,-5%,-5%,2%,2%
COc1cccc(/C=N/n2cnc3ccccc32)c1OC,-1%,-11%,·,-13%,-14%,-1%,-1%,-5%
CCn1c(-c2ccccc2)c[nH]c1=S,-8%,-17%,-8%,-4%,0%,7%,-20%,-3%
Cc1ccc(Cn2nnc3c(=O)[nH]c(C4CCN(S(=O)(=O)c5ccccc5)CC4)nc32)cc1,-2%,?,-4%,-16%,-10%,12%,-9%,-2%
O=C(c1cccs1)C1CCCN(Cc2nc(Cc3ccccc3F)no2)C1 (centres undefined),-2%,i,-2%,1%,·,31%[activator],6%,-5%

# A portion of the library (hit frequency here may not be typical).
